Compound activity from PubChem.
ERp5 inh: blocks human ERp5 reductase activity on insulin | actives 0.05% (n = 350,000) | AID 651711 | ERp5 insulin aggregation, absorbance 650 nm, 90 min | inhibition, % at 9.99 µM | Q15084;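 active means mean replicate inhibition above about 25%, with every replicate also reaching it, limit read from the data, passing the limit was not always enough; inconclusive means only one of those two criteria met; inactive means neither criterion met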
Target sequence (Q15084 whole entry, looked up): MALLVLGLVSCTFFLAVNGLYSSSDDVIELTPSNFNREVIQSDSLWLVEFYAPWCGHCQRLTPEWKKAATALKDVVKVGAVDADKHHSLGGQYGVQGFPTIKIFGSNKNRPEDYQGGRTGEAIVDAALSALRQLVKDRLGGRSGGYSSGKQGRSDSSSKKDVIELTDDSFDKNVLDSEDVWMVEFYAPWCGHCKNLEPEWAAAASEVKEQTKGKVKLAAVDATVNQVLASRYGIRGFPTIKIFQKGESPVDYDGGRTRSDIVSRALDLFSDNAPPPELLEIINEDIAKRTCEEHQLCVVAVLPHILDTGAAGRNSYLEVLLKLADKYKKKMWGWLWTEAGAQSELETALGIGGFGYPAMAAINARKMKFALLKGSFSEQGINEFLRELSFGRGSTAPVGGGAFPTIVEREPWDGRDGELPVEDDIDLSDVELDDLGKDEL
RAD52 anneal inh: blocks human RAD52 DNA annealing; P43351; recombinant RAD52 DNA annealing, FRET fluorescence; inhibition, % at 18.7 µM; actives 0.46% (n = 360,000);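 active means every replicate showing at least 50% inhibition; inconclusive means mean inhibition at least 50% but not in every replicate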
ARNT-TACC3 inh: ARNT/TACC3 interaction disruption; actives 0.66% (n = 390,000); inhibition, % at 9.99 µM; AlphaScreen His-ARNT PAS-B/GST-TACC3 binding, luminescence; TACC3 fragment carries E629A point mutation; AID 623870; Q9Y6A5;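 active means mean inhibition of replicates at least 50% and at least half of replicates each reaching 50%; inconclusive means half or more replicates reach 50% but mean below 50%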;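 further: 0% = complete ARNT plus TACC3 wells and 100% = ARNT alone without TACC3; many hits fall short of the cut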
CASP6 VEID inh: inhibitors of human caspase-6; P55212; purified caspase-6, Z-VEID-R110 cleavage fluorescence; inhibition, % at 12.5 µM; actives 0.53% (n = 350,000); AID 686996;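 active means mean inhibition across replicates at least about 35%, with every replicate also reaching that limit, limit read from the data; inconclusive means only one of the two criteria met; inactive means neither criterion met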;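 further: 0% = median of neutral control wells and 100% = no fluorescence left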
Target sequence (P55212 24-179 limits assumed): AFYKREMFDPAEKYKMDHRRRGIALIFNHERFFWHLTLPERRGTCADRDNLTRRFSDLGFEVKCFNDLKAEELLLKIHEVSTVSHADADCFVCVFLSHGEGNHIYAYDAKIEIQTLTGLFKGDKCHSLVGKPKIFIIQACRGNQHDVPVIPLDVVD
Target sequence (P55212 194-293 limits assumed): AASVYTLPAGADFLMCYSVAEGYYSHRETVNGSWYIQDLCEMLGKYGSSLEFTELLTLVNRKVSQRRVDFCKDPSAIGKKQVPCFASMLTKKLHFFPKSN
E-selectin induc: E-selectin induction on HUVECs. HUVEC E-selectin immunofluorescence imaging; normalized: neutral wells 0, TNF-alpha wells 100. P16581. actives 0.37% (n = 260,000). AID 686992. activation, % at 7.58 µM;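 active means mean E-selectin-positive cell signal at least 10% of the positive control, reached in at least 60% of replicates, without over 20% cell loss; inconclusive means no rule given, readout overlaps actives, possibly toxicity-flagged; inactive means the rest, including those meeting only one limit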;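 further: in these data hits start at about 27%; measured in HUVEC primary endothelial cells; signal is the percent of cells scored E-selectin positive by PE staining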
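Test system: HUVEC; input: 3,000 HUVEC/well; measured by: immunofluorescence imaging; read-out: % PE-positive cells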
esBAF inh: inhibitors of esBAF chromatin remodeling in mouse ES cells. actives 2% (n = 350,000). reporter increase, % at 12.5 µM. Bmi1-luciferase knock-in reporter, 24 h; 100% = twice the neutral-well signal; in the data active means activation above about 40%; inconclusive means no clear call, values can overlap the other calls;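 further: 0% = median of the plate's neutral control wells and 100% = double that signal; a rise in the Bmi1 reporter signal indicates esBAF inhibition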
PglD inh: blocks C. jejuni PglD acetyltransferase activity | purified PglD enzyme, DTNB colorimetric CoA detection | inhibition, % at 12.5 µM | actives 0.098% (n = 360,000) | AID 602405; in the data active means inhibition above about 16%, passing the limit was not always enough; inconclusive means no clear call, values can overlap the other calls; further: strong numbers were not always called active
RAD54 inh: blocks human RAD54 Holliday junction branch migration; actives 0.14% (n = 360,000); FAM/BHQ fluorescence; inhibition, % at 10.4 µM; AID 602329;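 active means mean normalized replicate activity at least 40 and at least half of replicates scoring 40 or more; inconclusive means only one of the two criteria met; inactive means mean below 40 and under half of replicates reaching 40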;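 further: 0% = median of neutral control wells and 100% = median of positive control wells; inhibitors cause a drop in the FAM fluorescence signal; in these data hits start at about 50%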
* marks the source's active call; other numbers are inactive results; ? = inconclusive; · = not tested or not shown; & = joins results of further samples. Outcome played no part in choosing rows; overall some 3.2% were active at least once.

SMILES,ERp5 inh,RAD52 anneal inh,ARNT-TACC3 inh,CASP6 VEID inh,E-selectin induc,esBAF inh,PglD inh,RAD54 inh
Cc1c(C(=O)Nc2ccc(F)c(F)c2)oc2ccc(S(=O)(=O)N3CCCCC3)cc12,7,-14,-8,0,·,15,2,-4
Cc1ccc(/C=N/N2CCN(c3ccccn3)CC2)cc1,-2,-1,5,-2,0.0,·,·,·
COC(=O)Cc1c(C)nc2nc(-c3cccnc3)[nH]n2c1=O,·,·,-1,·,·,9,-2,4
O=C(Nc1nccs1)[C@H]1[C@H](CO)[C@H]2Cn3c(ccc(-c4cncnc4)c3=O)[C@H]2N1CC1CCCC1,-3,-1,2,-4,0.0,-3,1,3
CC(=O)Nc1ccc(SC[C@H](C)CN2CC[C@H](O)CCC2=O)cc1,-2,3,0,-3,0.5,0,-8,-1
C=CCO/N=C(/C)c1ccc(Oc2cnccn2)cc1,2,-9,0,-5,·,·,·,·
O=C(Cn1cccc1)Nc1ccc(F)cc1F,·,·,-5,·,·,-5,-4,-4
O=C(CNC(=O)c1ccccc1)OCCOc1cccc(Cl)c1,8,-7,-2,0,·,0,3,8

Ordered by formula weight (rising): part of the list above
SMILES,ERp5 inh,RAD52 anneal inh,ARNT-TACC3 inh,CASP6 VEID inh,E-selectin induc,esBAF inh,PglD inh,RAD54 inh
Cc1ccc(/C=N/N2CCN(c3ccccn3)CC2)cc1,-2,-1,5,-2,0.0,·,·,·
COC(=O)Cc1c(C)nc2nc(-c3cccnc3)[nH]n2c1=O,·,·,-1,·,·,9,-2,4
CC(=O)Nc1ccc(SC[C@H](C)CN2CC[C@H](O)CCC2=O)cc1,-2,3,0,-3,0.5,0,-8,-1

Continuation:
SMILES,ERp5 inh,RAD52 anneal inh,ARNT-TACC3 inh,CASP6 VEID inh,E-selectin induc,esBAF inh,PglD inh,RAD54 inh
CC(=O)c1cccc(OCC(O)CN2CCN(C(=O)c3ccco3)CC2)c1 (centres undefined),6,0,2,3,-0.2,-3,1,-4
OC[C@@H]1CN(Cc2ccc(F)cc2)C[C@H](n2cnc3c(N4CCCC4)ncnc32)O1,-8,11,·,0,·,2,0,-5
Cc1ccccc1NC(=O)CSc1ccc(-c2ccc(-n3cccn3)cc2)nn1,-1,-17,5,-2,·,17,4,-2
Cc1ccc(C(=O)Cn2c(NCCO)nc3ccccc32)cc1,·,·,-3,·,·,-6,1,-2
C[C@@H]1CN([C@H](C)CO)C(=O)c2cc(-c3ccc(C#N)cc3)cnc2O[C@@H]1CN(C)Cc1ccccn1,2,3,-2,0,0.9,1,3,1
O=C(C[C@@H]1CC[C@@H]2[C@H](COC[C@H](O)CN2Cc2nccs2)O1)NCc1ccccc1Cl,1,-16,-2,-1,-0.1,8,-3,-12
COc1ccc(NC(=O)NS(=O)(=O)c2ccc(C)cc2)c(OC)c1,·,·,7,·,·,-3,5,-8
N=C(SC1CC(=O)N(c2ccc(F)cc2)C1=O)N1N=C(c2ccccc2)CC1c1ccccc1 (centres undefined),-3,-15,11,-2,1.8,·,·,·
CC(C)NC(=O)Nc1ccc2c(c1)C(=O)N([C@@H](C)CO)C[C@H](C)[C@H](CN(C)Cc1ccc(Oc3ccccc3)cc1)O2,1,0,-2,·,-0.1,-1,-4,12
Cc1ccc(N2CCN(S(=O)(=O)N3CCCCC3)CC2)cc1Cl,?,-9,1,-5,4.8,6,-5,-9
COCCN1CCN(Cc2nc(C3(c4ccc(C)cc4)CCCC3)no2)CC1,-6,4,7,3,5.5,2,-6,-10
Oc1c(C=C2N=c3ccccc3=N2)sc(=S)n1C1CCCCC1,-8,-15,8&-7,-5,0.0,2,1&4,-1&-5
Cn1c(CN2CCC(C(N)=O)CC2)c(C#N)c2ccccc21,·,·,-1,·,·,-11,-2,6
CO[C@H]1CN(C)C(=O)c2ccc(NC(=O)C3CCC3)cc2OC[C@@H](C)N(C(=O)NC(C)C)C[C@@H]1C,-1,-8,-3,0,-0.1,-8,0,6
C#CCN(C(=O)c1ccc(OC2CCN(C(=O)CCOC)CC2)cc1)C1CCCCC1,1,-10,-5,0,0.2,-3,2,1
COc1cc([N+](=O)[O-])ccc1NC(=O)CN1CCc2cc(OC)c(OC)cc2C1,2,-15,0,4,0.7,-4,6,-9
O=C(CC1CC1)N1[C@H](CO)[C@H](c2ccccc2)C12CN(Cc1cc(F)ccc1F)C2,-5,-210,·,4,0.1,·,·,·
Cn1c(SCC(=O)NC2CCCc3ccccc32)nnc1C1CC1 (centres undefined),-4,-10,-23,0,0.6,1,-3,14
Cc1cccn2c(=O)c(/C=C(\C#N)C(N)=O)c(Oc3ccccc3)nc12,0,-9,-4,1,6.4,·,2,-6
O=C(Nc1ccc(Cl)c(Cl)c1)c1ccccc1NC(=O)C1CC=CCC1C(=O)O (centres undefined),-6,-37,0,7,-1.2,92*,-5,-3
CC(=O)Nc1ccc(NC(=O)C2Cc3c(-c4ccco4)ccnc3O2)cc1 (centres undefined),0,-20,·,-1,0.0,-6,0,-2
Cc1ccc(S(=O)(=O)N(C)C[C@@H]2Oc3c(NC(=O)c4ccc(-c5nccs5)cc4)cccc3C(=O)N([C@@H](C)CO)C[C@H]2C)cc1,7,12,4,·,-0.4,0,4,2
COc1ccccc1CNC(=O)c1cc(-c2ccncc2)nc2c(Cl)cccc12,1,-9,-5,3,0.6,·,-2,-10
CC(C)OC(=O)C1OC1(C)c1ccccc1 (centres undefined),3,-15,-1,-1,0.2,5,1,-8
O=S(=O)(Oc1ccccc1)c1ccc(Cl)c(Cl)c1,4,-7,-2,0,-0.1,9,4,1
CCNC(=S)N=Nc1c(O)n(Cc2ccc(Cl)cc2)c2ccccc12,0,10,7,-2,·,·,·,·
COc1ccc(OC(=O)c2c(C)nn(-c3ccccc3)c2C)cc1,1,-9,-2,0,-0.2,71*,7,11
Nc1c(N(CCCO)C(=O)C2CCCC2)c(=O)[nH]c(=O)n1Cc1ccccc1,3,-8,-1,2,0.0,4,·,1
CS(=O)(=O)N1CCN(C(=O)C(Sc2ccccc2)c2ccccc2)CC1 (centres undefined),·,·,2,·,·,-4,-1,0
O=C(C1CCOCC1)N1[C@@H](CO)[C@H](c2ccccc2)C12CN(CCC(F)(F)F)C2,3,-18,·,-2,-0.1,·,·,·
CC1CCC(=O)N(CCOc2ccccc2)CC1 (centres undefined),0,-4,1,1,·,-1,-4,4
Cc1nc(-c2ccc(NS(=O)(=O)c3ccccc3)cc2)cs1,-2,-8,7,2,·,·,·,·
CC(=O)Nc1ccc(S(=O)(=O)NCCNS(=O)(=O)c2ccc(NC(C)=O)cc2)cc1,-4,-9,3,2,·,9,-3,0
CC(c1ccco1)N(C(=O)COc1ccc(Cl)cc1Cl)c1ccccn1 (centres undefined),3,-1,-8,7,·,27,1,-5
CCN(Cc1ccccc1)CC(O)COC(c1ccc(OC)cc1)c1ccc(OC)cc1 (centres undefined),2,-2,6,4,·,-4,1,-17
COc1cccc(CNCCO)c1OCc1ccccc1Cl,-3,19,-27,0,0.1,·,6,-3
CCCNC(=O)[C@H]1[C@H](CO)[C@H]2Cn3c(ccc(-c4ccccc4F)c3=O)[C@H]2N1C(C)=O,15,-11,·,0,-0.3,·,·,·
Cc1noc(C)c1S(=O)(=O)Nc1ccc2c(c1)C(=O)N([C@H](C)CO)C[C@H](C)[C@@H](CN(C)Cc1ccc(Cl)c(Cl)c1)O2,10,9,2,-3,·,1,0,-7
CC(=O)c1ccc(N2CCN(C(=O)C3CCN(S(=O)(=O)c4ccc(F)cc4)CC3)CC2)cc1,-7,0,5,2,·,-2,7,-4
Cc1nn2c(-c3ccccc3)c(-c3ccccc3)nc2[nH]c1=O,·,·,-4,·,·,-1,-13,-5
Cc1ccccc1OCCC(=O)OCC(=O)NC1CCCC1,-3,-6,-7,2,-0.3,-5,1,-5
CCc1cc(C(=O)N2CCN(c3ccccc3OC)CC2)sc1C,1,-14,-7,1,·,14,-22,-8
CCn1c(=O)cc(N2CCN(Cc3ccccc3)CC2)[nH]c1=O,-12,-10,2,0,·,-3,-6,-3
COCCCNC(=O)Cn1cnc2c(OCc3ccccc3)ncnc21,-5,-1,-2,·,0.6,0,-1,1
COC(=O)c1ccc(C(=O)N2CCCCCC2(C)C(=O)NC(C)C)cc1 (centres undefined),-2,-11,·,17,0.5,-4,3,-12
COc1cccc(NC(=O)Cn2cc3c(n2)CCCCC3)c1,6,-16,-4,2,22,0,1,4
COC(=O)c1ccccc1NC(=O)c1nc(S(=O)(=O)Cc2ccccc2)ncc1Cl,10,-12,-1,2,2.1,-59,5,-3
COc1ccccc1N1CCN(c2ncnc3sc(C(=O)NCC4CCCO4)c(C)c23)CC1 (centres undefined),0,-5,-6,0,0.0,-5,2,-3
O=C(NC12CC3CC(CC(C3)C1)C2)OCCNC1CCCCC1,4,-15,-3,-6,0.3,·,·,·
Cc1cc(C)n(C(=O)CNC(=O)/C=C/c2ccccc2)n1,6,-10,-13,12,·,3,7,-3
O=C(CC1CCCC1)NCCS(=O)(=O)N1CCN(c2ccccc2)CC1,2,-7,·,-1,0.0,3,0,-1
COc1ccc(CNCCC(c2ccc(F)cc2)c2ccc(OC(C)C)cc2)cc1OC (centres undefined),8,-64,11,1,-0.1,-11,0,13
CC(C)Cn1cnc2c1c(=O)n(CC(=O)Nc1ccc3c(c1)OCO3)c(=O)n2Cc1ccccc1,·,·,0,·,·,-1,-3,-2
Cc1cccc(CCNS(=O)(=O)c2ccc(S(=O)(=O)N3CCC(C)CC3)cc2)c1,·,·,-5,·,·,-5,8,-24
C[C@@H]1CCCCO[C@H](CN(C)C(=O)Nc2ccc(F)cc2)[C@@H](C)CN([C@H](C)CO)C(=O)c2cc(NC(=O)NC3CCCCC3)ccc2O1,-1,-9,-7,-3,0.1,-1,2,-2
CCS(=O)(=O)Nc1ccc2c(c1)C(=O)N(C)C[C@@H](OC)[C@@H](C)CN(CC1CCCCC1)[C@@H](C)CO2,-5,-3,0,0,0.1,0,3,9

The listing continues.
SMILES,ERp5 inh,RAD52 anneal inh,ARNT-TACC3 inh,CASP6 VEID inh,E-selectin induc,esBAF inh,PglD inh,RAD54 inh
CC(C)(C)c1cc(-c2n[nH]c(=S)n2-c2ccccc2F)n[nH]1,3,-4,-2,2,·,7,-1,8
COCC#Cc1cnc2c(c1)C(=O)N([C@H](C)CO)C[C@@H](C)[C@H](CN(C)C(=O)NC1CCCC1)O2,59*,4,-1,-2,-2.1,6,-3,-1
CCn1c(CCC(N)=O)nnc1SCC(=O)Nc1cccc(S(=O)(=O)N2CCCC2)c1,-3,-4,-1,0,·,-1,-4,-2
CN1CCN(C(=O)[C@@H]2[C@@H](CO)[C@@H]3Cn4c(cccc4=O)[C@@H]3N2Cc2ccccc2F)CC1,-4,-7,-2,-3,0.2,-2,2,13
Cc1nn(C(C)C(=O)NC2CCCCC2)c(=O)c2nn(-c3ccccc3)c(C)c12 (centres undefined),-7,-8,1,5,-0.3,4,4,0
COCON1C(=O)CN(C(C)=O)C1c1ccc(Cl)cc1Cl (centres undefined),·,·,0,·,·,-3,4,-36
CCc1nn2c(NCCCO)cc(C)nc2c1-c1ccc(F)cc1,-1,-4,0,1,·,-2,6,-7
CN(N=O)c1ccc(CC2CCc3ccccc32)cc1 (centres undefined),5,6,5,-3,1.0,·,·,·
COc1ccc2c(CN3CCCCCCC3)cc(=O)oc2c1,6,7,·,-64,0.1,48*,-3,0
